Assay outcomes as filed in PubChem.
Hep lipid drop: modulators of hepatic lipid droplet formation | AML12 mouse hepatocytes, oleate lipid droplets, BODIPY imaging | inhibition, % at 6.5 µM | 0.4% of 240,000 active | AID 1656;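 active means lipid droplet intensity inhibited by at least 50%, with more than 500 cells counted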
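Test system: AML12 hepatocytes (mouse); reagent: oleate loading, 100 µM; dosing: one dose, 6.5 µM compound; incubation: overnight exposure; signal: fluorescence imaging, 20x objective, two fields per well; read-out basis: % inhibition of corrected integrated BODIPY droplet signal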
XIAP antagonists: small molecules displacing peptide from XIAP – biochemical, IAP family, fluorescence polarization (AID 1018); XIAP BIR domain, fluorescence polarization peptide displacement; higher % means a stronger effect; displacement, % at 20 µM; hits with a dose series show IC50 in µM; 0.007% of 200,000 active; in the data active means displacement above about 50%; further: a part of the inactive calls stands beside numbers as strong as those of hits
WT yeast gro inh: growth inhibition of WT yeast, mitochondrial fusion screen. mitochondrial fusion phenotypic screen, WT strain. 2.1% of 190,000 active. inhibition, % at 10 µM; in the data active means inhibition above about 58%; tested in S. cerevisiae
Insulin prom up: MIN6 insulin promoter up-regulation | AID 1625 | 0.3% of 190,000 active | z-score at 5 µM | MIN6 insulin promoter-GFP reporter, high-content imaging; stronger effect = higher value;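 active means z-score above 3 at 5 µM with at least 500 cells counted in the well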
b-catenin transl: alters nuclear translocation of beta-catenin in HeLa cells; AID 1665; nuclear translocation activity, % at 5 µM; 0.3% of 190,000 active; immunofluorescence imaging;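 active means nuclear translocation activity above 50% at 5 µM, with a well cell count of 50 or more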;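 further: per-cell ratio of nuclear to cytoplasmic median beta-catenin stain intensity; plate controls were DMSO negative control for no effect and GSK-3 inhibitor IX positive control for full effect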
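assay system = human HeLa cells, endogenous beta-catenin | times = compound treatment 24 h, 37°C, 5% CO2 | detection = Anti-beta-catenin immunofluorescence on PFA-fixed, Triton-permeabilized cells, DAPI nuclei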
Autophagy mod: alters autophagy in cells; MEF GFP-LC3 puncta imaging; test concentration mostly 10 µM; calls only at 10 µM (by protocol); 0.98% of 190,000 active; AID 463193;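 active means percentage of spot-positive cells more than 3 SD above its plate mean, without a fluorescence outlier flag or 80% toxicity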;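 further: spot-positive cell cutoff set from DMSO-treated cells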
CSM14.1 death rescue: protection against thapsigargin-triggered cell killing – 384-well, CSM14.1, ATP luminescence, primary screen (AID 1222). CSM14.1 thapsigargin-induced death rescue, ATP luminescence; higher % means a stronger effect. one-dose cellular ATP content (survival), % at 20 µM; EC50 in µM for titrated hits. 190,000 tested, under 10 active;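 active means EC50 below 50 µM in the dose-response confirmation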;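 further: death triggered by thapsigargin at about 15 µM added after 2 h compound pretreatment; cell ATP read after overnight thapsigargin exposure of roughly 18 to 22 hours; normalized against plate controls of thapsigargin alone and 5% DMSO vehicle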
Dynein cargo inh: dynein cargo transport inhibition; 3617.4 mouse cells, GR-EGFP nuclear translocation imaging; test concentration mostly 20 µM; stimulated with dexamethasone, 1 µM; stronger effect = lower value; z-score, hits read low; 0.47% of 220,000 active; AID 1381;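 active means plate z-score of nuclear minus cytoplasmic receptor signal below a set negative limit, without overly bright fluorescence or cell loss, cut at about -3.5 in these data, passing the limit was not always enough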;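 further: z-score of nuclear minus cytoplasmic ring GR-EGFP intensity difference per well; some compounds called inactive have numbers as strong as hits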
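Also added – dexamethasone, 1.0 µM final · Buffer or medium – tet-free, stripped-serum medium · Schedule – induction 48 h, compound 1 h, agonist 30 min · Detection – formaldehyde fixation, Hoechst nuclear stain, 10x automated fluorescence imaging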
MT stabilizer: microtubule stabilization, imaging screen | HeLa tubulin immunostaining HCS, 24 h; share of cells brighter than vehicle mean+2SD | % tubulin-high responders, % at 10 µM | 0.83% of 200,000 active;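 active means plate Z-score above 3 for both tubulin-high and condensed-nucleus cell shares, with cell loss under 80%, at 10 µM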;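 further: anti alpha tubulin signal scored within the nucleus-defined area of each cell; some results filed as inactive read as strong as hits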
WT yeast gro inh mutant strain: recorded beside WT yeast gro inh, whose call it bears; inhibition, %; mitochondrial fusion phenotypic screen, mutant strain inhibition
Dynein cargo inh cytoplasmic EGFP: second read-out of Dynein cargo inh, no call of its own (marks repeat the call); z-score; measured here: cytoplasmic GR-EGFP intensity; stronger effect = higher value
Dynein cargo inh nuclear GR-EGFP: second read-out of Dynein cargo inh, no call of its own (marks repeat the call); z-score; measured here: nuclear GR-EGFP intensity;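 lower value marks the stronger effect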
Dynein cargo inh cell count: recorded beside Dynein cargo inh, whose call it bears; z-score; measured here: cell count per field
Insulin prom up cell count: second read-out of Insulin prom up, no call of its own (marks repeat the call); cell count; measured here: cytotoxicity, nuclei count;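 total cells summed across four imaged fields per well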
Hep lipid drop cells 6.5 µM: also measured in Hep lipid drop; calls as there; cell count; measured here: cell count, cytotoxicity flag;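 cells counted across two imaged fields per well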
b-catenin transl cell count 5 µM: further read-out of b-catenin transl, marked with its call; cell count; measured here: cell count, cytotoxicity flag
MT stabilizer Hoechst-high %: also measured in MT stabilizer; calls as there; % Hoechst-high responders; measured here: nuclear condensation Hoechst responders;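 share of cells brighter than vehicle mean plus two SD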
MT stabilizer cytotoxicity %: second read-out of MT stabilizer, no call of its own (marks repeat the call); toxicity, %; measured here: cytotoxicity by cell density;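 0% = mean cell density of plate MIN control wells and 100% = no cells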
Autophagy mod cell loss 18 h: recorded beside Autophagy mod, whose call it bears; toxicity, %; measured here: cell loss, nuclei count;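 cell loss after 18 h compound exposure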
* marks the source's active call; other numbers are inactive results; i = inactive; x = no result given; + = active, no number.

SMILES	Hep lipid drop	Hep lipid drop cells 6.5 µM	XIAP antagonists	WT yeast gro inh	WT yeast gro inh mutant strain	Insulin prom up	Insulin prom up cell count	b-catenin transl	b-catenin transl cell count 5 µM	Autophagy mod	Autophagy mod cell loss 18 h	CSM14.1 death rescue	Dynein cargo inh	Dynein cargo inh cytoplasmic EGFP	Dynein cargo inh nuclear GR-EGFP	Dynein cargo inh cell count	MT stabilizer	MT stabilizer Hoechst-high %	MT stabilizer cytotoxicity %
COc1ccc(Cl)cc1NC(=S)N1CCN(c2ccccn2)CC1	x	x	-1.3%	17	20	0.9	1519	-3.9	1470	i	-3	-1.3%	0.14	-0.19	0.029	-0.2	1.3	1.7	8.2
Cc1ccc(NC(=O)Cn2c(=O)n(Cc3ccco3)c(=N)c3c4c(sc32)COC(C)(C)C4)cc1	-4	739	-6.4%	2	4	0.24	1243	-1.3	1176	i	1	4.2%	-0.63	0.31	-0.18	0.99	8.7	3.2	8.5
Cc1cc(SC(C)C(=O)Nc2c(C)n(C)n(-c3ccccc3)c2=O)nc2ccccc12 (stereo not drawn)	x	x	-3.7%	11	2	-1	1538	-2.2	1351	i	-7	3.3%	0.11	-0.09	-0.33	-0.28	3.6	1.5	0.9
COC(=O)c1cc(NS(=O)(=O)c2ccc(NC(C)=O)cc2)ccc1Cl	-9	633	x	x	x	-0.02	1131	-1.5	1322	x	x	x	-1.3	-0.29	-0.27	2.3	x	x	x
CC1(C)C(c2cccs2)=[N+]([O-])C2(CCCCC/C2=N\NC(N)=S)N1O (stereo not drawn)	19	782	-8.2%	-1	12	0.32	833	x	x	i	3	-1.0%	-0.42	-0.2	-0.26	2.1	2.9	1.9	11
Cc1cc(C)n(-c2nc3c(c(=O)[nH]c(=O)n3C)n2CC(O)COc2ccc(Cl)cc2Cl)n1 (stereo not drawn)	52*	833*	-2.3%	2	-3	0.09	1053	7.9	973	+	64*	0.0%	-0.091	-0.18	0.13	-0.85	2.9	2.7	5.8
COc1cc(CNCCc2ccccc2F)ccc1OCC(=O)N1CCCCC1	6	651	-4.0%	0	-6	0.2	1624	-3.8	1066	i	-6	-0.8%	0.47	-0.21	0.063	0.12	3.0	0.9	9.0
COc1cc(OC)cc(-c2nc3ccccc3c(=O)n2OC(=O)c2ccc(C)c(C)c2)c1	8	608	-3.6%	3	-1	-0.07	1296	-2.5	1120	i	6	-0.3%	-0.83	-0.23	-0.21	1.4	1.9	1.7	4.0
COc1cccc(N(C(=O)c2nc3nccc(C)n3n2)c2nc3ccccc3s2)c1	7	570	-1.2%	23	1	-0.91	1428	-2.6	1077	i	-2	1.5%	1.6	-0.11	0.85	-1.2	2.3	2.5	2.3
Cc1cc(C(=O)COc2ncnc3sccc23)c(C)n1C1CC1	x	x	-6.9%	-32	-34	2.5	1343	-1.7	842	i	2	-1.2%	-0.57	-0.053	-0.061	0.91	6.2	2.2	2.8
CC1=CC(C)(C)Nc2ccc(C)cc21	x	x	-3.8%	25	9	0.25	1010	0.2	1150	i	14	-0.5%	-0.21	-0.32	0.095	-0.12	5.8	3.0	11
COc1ccc(NC(=S)NNC(=O)CNc2ccc(Cl)cc2)cc1	0	676	-7.5%	-13	20	-1.1	1306	0.7	1101	i	5	-2.2%	-0.44	-0.19	0.13	-0.13	3.5	2.5	6.9
Cc1ccc(S(=O)(=O)NC(C)(C)CSc2nnc(Nc3ccccc3)s2)cc1	19	797	-18%	-11	-5	-0.58	895	-2.8	1138	i	3	-1.7%	-0.43	-0.27	-0.085	0.3	2.0	2.8	4.7
O=S(=O)(c1cc(C(F)(F)F)ccc1Cl)N1CCN(c2ccccn2)CC1	-11	726	x	x	x	-0.11	1014	1.7	1320	x	x	x	0.05	-0.29	-0.038	0.65	x	x	x
CCCOc1ccc(C(=O)Nc2nc(C)c(Cc3ccc4c(c3)OCO4)s2)cc1	41	594	-3.4%	3	-9	-0.11	1361	2.4	480	i	11	0.9%	0.14	-0.18	0.35	-0.32	13	20	30
Cc1nc(C(C)NC(=O)CCc2nnc(Cc3c[nH]c4ccccc34)o2)cs1 (stereo not drawn)	-10	666	-6.2%	-4	5	-0.03	1425	-0.4	1041	i	15	-0.3%	0.3	-0.32	0.4	0.27	1.5	1.1	4.9
Cc1cccn2c(=O)c3cc(C(=O)N(C)C)n(C)c3nc12	x	x	-1.3%	6	9	0.11	1501	-1.9	967	i	-17	0.3%	0.023	-0.2	0.22	0.1	1.5	2.0	6.1
O=C(O)c1cc(S(=O)(=O)N2CCCCCC2)c(Cl)cc1Cl	x	x	-0.1%	-3	-6	x	x	-3.1	934	i	0	0.6%	-0.32	-0.25	-0.23	0.54	3.7	2.2	7.7
CN(C)C(=S)Nn1c(-c2ccccc2)nc2ccccc2c1=O	16	342	-2.1%	-12	-18	0.42	1362	-1.2	994	i	-1	-1.3%	-0.75	0.42	-0.57	0.58	3.0	1.9	3.4
CCS(=O)(=O)N1CCN(C(=O)c2ccco2)CC1	7	819	-4.3%	-27	-20	-0.22	832	1.2	1192	i	-5	-0.4%	-0.72	0.16	-0.00085	0.17	2.0	1.1	8.5
CCc1cc[n+](/C(C(=S)Nc2cccc(C)c2)=C(/[O-])c2ccc(C)c([N+](=O)[O-])c2)cc1	8	668	-3.1%	0	6	-0.3	1379	-0.7	1146	i	19	-0.2%	-0.066	-0.098	-0.22	0.51	4.6	2.4	6.7
Cn1ccnc1SCc1cn2ccccc2n1	x	x	-6.2%	-13	-4	0.35	1207	-3.4	1021	i	-1	-1.0%	2.1	0.22	1.8	-1.1	3.5	2.5	10
CC(C)(C)C(=O)Cn1ncc(NC2CC2)c(Br)c1=O	-36	688	-2.0%	3	-14	0.24	1800	-3.8	1072	i	4	2.5%	-0.43	-0.23	-0.64	0.67	1.6	1.3	6.2
O=C(Nc1nnc(COc2ccc(Cl)cc2)s1)c1cccs1	7	667	-5.2%	12	-6	-0.66	1607	-2.5	1071	i	4	-1.2%	1.7	-0.15	1.3	-1.3	2.5	1.9	3.0
COc1cc(C)c(C(=O)Oc2cc(C)c(C(=O)O)c(O)c2C)c(OC)c1C	6	715	-8.6%	-12	-10	0.72	1346	-0.5	1085	i	-11	2.7%	-0.3	-0.23	-0.036	0.53	1.1	1.5	6.4
CC1CC(N(C(=O)c2ccc(Cl)cc2)c2ccccc2)c2ccccc2N1C(=O)c1ccco1 (stereo not drawn)	0	759	-1.1%	84*	55*	-1.4	891	x	x	i	-1	2.2%	2	-0.19	0.96	-0.16	2.9	3.0	3.0
CCc1ccc(N2CC(C(=O)NC3=NCCS3)CC2=O)cc1 (stereo not drawn)	x	x	-0.6%	-2	-12	-0.84	1510	-0.3	1395	i	7	-1.1%	-0.26	-0.47	-0.13	-0.058	2.5	3.3	9.1
CCCCn1cnc2c1c(=O)[nH]c(=O)n2CCCC	-7	735	-4.1%	-12	0	x	x	-3.6	1007	i	-8	-1.0%	1.1	-0.31	1.1	-0.81	1.8	1.9	10
CCN(CC)Cc1c(O)ccc2occ(C(=O)c3ccc(OC)cc3)c12	-3	740	-5.7%	2	4	-1.3	749	-2.5	1124	i	-5	-2.2%	-0.22	-0.23	0.23	-0.014	4.6	2.2	3.9
CCN(c1ccccc1)S(=O)(=O)c1ccc(OC)c(NC(=O)CN(C)C)c1	-16	676	-1.6%	-7	3	0.06	1329	-0.1	1474	i	2	3.1%	-0.59	-0.31	0.2	-0.18	3.2	3.1	9.2
Cc1ccc(N2C(=N)/C(=C3/Nc4ccccc4S3)C(c3ccccc3)C2=O)cc1 (stereo not drawn)	-4	699	5.9%	83*	68*	-0.44	839	12	825	+	19*	-0.6%	-3.6*	1*	-2.1*	0.17*	7.7	16	18
COC(=O)c1cccc(NC(=S)Nc2cc(Cl)ccc2OC)c1	-17	726	-3.1%	19	22	-0.8	1454	0.6	1003	i	13	0.5%	-0.41	-0.29	-0.31	0.59	1.4	1.6	1.6
Cc1ccc(NC(=O)C2=CCN(S(=O)(=O)c3ccc(F)cc3)CC2)c(C)c1	6	700	-10%	-5	-9	0.4	1238	3.6	520	i	-29	-1.8%	-0.21	-0.059	0.77	-0.034	4.2	2.9	8.4
O=c1[nH]c2ccccc2nc1/C=C(\O)c1cccs1	-2	680	-9.1%	4	9	2.6	1385	1.4	1029	i	6	-2.9%	0.35	4.1	0.56	0.26	1.5	2.4	5.8
O=C(Nc1cc(F)ccc1F)N1CCN(c2ccnc3cc(Cl)ccc23)CC1	-9	703	x	x	x	-0.63	931	-0.6	1375	x	x	x	0.6	-0.24	0.82	0.012	x	x	x
O=C(NC1CCCCC1)c1ccc(S(=O)(=O)c2ccccc2Cl)c([N+](=O)[O-])c1	-7	533	-9.7%	-10	-7	x	x	5.2	1047	i	-1	-0.5%	-0.23	0.13	0.037	1.3	7.3	4.4	3.6
